# Assay outcomes deposited in PubChem by National Center for Advancing Translational Sciences (NCATS).
# ERK EGF inh: inhibitors of EGF-stimulated ERK signaling pathway; 130,000 compounds, 0.41% hits; Potency, µM (highest dose often 11.5 µM), inactives show at the top dose activity change, negative = inhibition, hits mostly inhibitors; HEK293-V1b, EGF-stimulated phospho-ERK AlphaScreen; active = well fitted inhibition curve with a large enough effect; inconclusive = small, poorly fitted or top-dose-only effect, or effect the other way;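 note: plate controls were stimulated vehicle wells for no effect and unstimulated vehicle basal for full effect; nearly all actives have a fitted effect of over 55% in size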
#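 Stably V1b-transfected HEK293 cells; 30 min compound, then EGF 25 nM final for 5 min at 37C; 10 min lysis; phospho-ERK by AlphaScreen after 5 hr beads at room temperature.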
# * = called active by the depositor; u = inconclusive; [ ] = remark or other dose. Potency is the fitted concentration of half-maximal effect. An excerpt. The share of hits here may be higher or lower than overall.
mol	ERK EGF inh
CCOC(=O)c1cnc2ccc(F)cc2c1Nc1ccc2c(c1)OCCO2	-11%
CC(=O)Nc1nc(SCC(=O)NCC2CCCO2)[nH]c(=O)c1NC(=O)c1cccs1 (stereo not drawn)	4%
O=C(C1=C[C@H](C2CCCCC2)C[C@H](OCCCCO)O1)N1CCOCC1	-2%[57.5 µM]
Cc1cc([N+](=O)[O-])nn1CCC(=O)NC1CCCCCC1	10%
CCc1ccc(N2CC(C(=O)OC)CC2=O)cc1 (stereo not drawn)	-12%
O=C(OCCC1Oc2cccnc2NC1=O)c1ccc(Cl)cc1 (stereo not drawn)	-2%
CCc1ccc(OCC(=O)O/N=C(\N)c2cccnc2)cc1	6%[57.5 µM]
CSCCCNC(=S)Nc1ccc(N2CCOCC2)cc1N1CCOCC1	-2%
Cc1cnc(C)c(N2CCN(Cc3cn(C)nc3-c3cccc(Cl)c3)CC2)n1	-2%
CCOC(=O)C1=C(C)N(c2ccccc2)C(=O)/C1=C\c1ccc(O)c(OC)c1	18%[57.5 µM]
COC(=O)c1ccc(C23CC2(C(NP(=O)(c2ccccc2)c2ccccc2)c2ccccc2)C3)cc1 (stereo not drawn)	2%
Cc1ccc(Nc2nc3c(c(=O)[nH]2)CCCC3)cc1	6%
COc1ncc2nc(-c3cc(F)cc(F)c3)c(=O)n(C[C@H]3CCCO3)c2n1	-7%
Cc1ccc(/C=C/C(=O)N2CCCN(C(=O)/C=C/c3ccc(C)cc3)CC2)cc1	4%
N#Cc1ccccc1OCC(=O)C1CC1	2%[57.5 µM]
CC(=O)N1N=C(c2ccco2)CC1c1cc2cc(C)ccc2nc1Cl (stereo not drawn)	6%[57.5 µM]
CCc1n[nH]c(=S)n1N=C1CCC(C)CC1 (stereo not drawn)	-10%
COc1ccccc1-c1c(NC(=O)C(C)C)n(C)c2ccccc2c1=O	-2%[57.5 µM]
COCCN=C1NC(=O)C(CC(=O)Nc2cccc(Cl)c2C)S1 (stereo not drawn)	2%
Cc1ccc(-c2nc3ccc(Cl)cc3n2OC(C)C(=O)O)cc1 (stereo not drawn)	3%
O=C(c1ccccc1Cl)N(Cc1ccccc1F)N1C(=O)CCCC1=O	1%
OCCCC1CCCN(Cc2cn[nH]c2-c2ccc(F)cc2F)C1 (stereo not drawn)	-5%
Cc1ccc2c(c1)N/C(=C(\C=C(/Cl)[N+](=O)[O-])[N+](=O)[O-])N2	12%
CC1C(=O)OC(c2ccc(Br)cc2)C(C)(C)C1=O (stereo not drawn)	-3%[57.5 µM]
COc1ccc(S(=O)(=O)N2CCN(C(=O)COc3ccccc3)CC2)cc1	14%

# Arranged by formula weight (low to high): part of the list above.
mol	ERK EGF inh
N#Cc1ccccc1OCC(=O)C1CC1	2%[57.5 µM]
CCc1ccc(N2CC(C(=O)OC)CC2=O)cc1 (stereo not drawn)	-12%
Cc1ccc(Nc2nc3c(c(=O)[nH]2)CCCC3)cc1	6%
CCc1ccc(OCC(=O)O/N=C(\N)c2cccnc2)cc1	6%[57.5 µM]
Cc1cnc(C)c(N2CCN(Cc3cn(C)nc3-c3cccc(Cl)c3)CC2)n1	-2%

# Next part:
mol	ERK EGF inh
CCc1ccc(-c2csc3ncn(Cc4ccc(C(=O)O)cc4)c(=O)c23)cc1	5%
CCOc1ccc(NC(=O)CC2C(=O)N(CC)C(=S)N2CCNC(C)=O)cc1 (stereo not drawn)	-2%
CC(C)C(=O)N1CCC(CN=CC2=C(O)CC(C)(C)CC2=O)CC1	-7%
Cc1c(Cl)cccc1NC(=O)CNCc1ccccc1F	-20%
CCCN(CCC)c1ccc(/C=N/NC(=O)CN2CCOCC2)cc1	4%
CCOc1ccc(S(=O)(=O)NNC(=O)c2cc3ccccc3o2)cc1	-11%
Cc1cc2nc3c(=O)n(C4CCCCC4)c(=O)[nH]c3nc2cc1N	5%
O=C(CCC(=O)Nc1ccccc1)N/N=C/c1ccccc1F	-12%
CCC1=C2CC[C@H]3C(=O)N(c4ccccc4)C(=O)[C@H]3[C@H]2[C@@]2(C)C(=O)N(CC(=O)OC)C(=O)N2C1=O	-5%
Clc1ccc(-c2nnc(-c3ccccc3)c(-c3ccccc3)n2)cc1	-17%[57.5 µM]
Cc1ccc(C(=O)Nc2ccc(O)cc2C(=O)O)cc1C	-4%[57.5 µM]
COc1ccc([N+](=O)[O-])cc1NC(=O)C1CCCCC1C(=O)O (stereo not drawn)	8%
CCOC(=O)N1CCN(c2nc(N(c3ccccc3)c3ccccc3)nc(-n3ccnc3)n2)CC1	u
CC1=C(C(=O)Nc2ccccc2)C(c2cc(CN3CCOCC3)cs2)C2=C(CCCC2=O)N1 (stereo not drawn)	1%
CC(=O)c1ccc(NC(=O)N2CCN(c3ccc(C)cc3)C(C)C2)cc1 (stereo not drawn)	5%
O=C(/C=C1\SC(=O)NC1=O)Nc1ccc(C(=O)O)cc1	4%[57.5 µM]
Cc1c(Cc2ccccc2)c(=O)oc2cc(O)cc(O)c12	8%
Cc1ccc(S(=O)(=O)N2CCCN(S(=O)(=O)c3ccc4ccccc4c3)CC2)cc1	-9%
CN(C)S(=O)(=O)c1cccc(NC(=S)NCc2ccco2)c1	-2%
C=CCN1N=C(/C=C/c2ccccc2)CCC1=O	-1%
NC(=O)CSc1nnc(-c2cccnc2)n1Cc1ccccc1	-5%
O=C(Cn1cc(C(F)(F)F)cc(Cl)c1=O)NCCc1ccc(Cl)cc1Cl	6%[57.5 µM]
CC(=O)O[C@@H]1[C@H]2[C@@H](C[C@@H](C)[C@@H]3C=CC(=O)[C@@]13C)OC(=O)[C@@H]2C	-7%[57.5 µM]
COc1cc2c(cc1NC(=O)COC(=O)/C=C/c1ccccc1)oc1ccccc12	-1%
Cc1cc(NC(=O)CSc2nc3c(c(=O)n2-c2ccccc2)SC(C)C3)no1 (stereo not drawn)	-2%

# Next entries
mol	ERK EGF inh
CCN(CC)c1nc(-c2ccccc2)ncc1S(=O)(=O)c1ccc(C)cc1	-6%[57.5 µM]
c1ccc(-c2ncc3c(ccc4ccccc43)n2)cc1	-8%
O=C(CNC(=O)c1cc2ccccc2o1)NCc1cccs1	8%
O=C(CSc1ccc(-c2ccco2)nn1)NC1CCCCC1	3%
COc1cc(/C=N/Nc2ccc(C(=O)O)cc2)cc(OC)c1OC	0%[57.5 µM]
C1CCCC(N2CCNCC2)CC1	-1%
COCC1CCN(Cc2nc(Cc3ccccc3Cl)no2)CC1	-2%[57.5 µM]
O=C(CSc1nnc(-c2ccccc2)n1CC1CCCO1)N1CCCC1 (stereo not drawn)	7%
COc1ccc(NC(=O)Nc2ccc(C)cc2Br)c(OC)c1	-10%
COc1ccc(OC)c(CN(CCN2CCOCC2)S(=O)(=O)c2ccc(NC(C)=O)cc2)c1	5%[57.5 µM]
CCOC(=O)c1sc(=S)n(-c2ccccc2Cl)c1C	10%[57.5 µM]
COc1ccc(OCC(O)CN(CCO)CC(O)Cn2ccc3ccccc32)cc1 (stereo not drawn)	2%
CCOC(=O)c1nc(Nc2ccc(N3CCC(C)CC3)cc2)c2ccccc2n1	-13%[57.5 µM]
O=C(Cn1nnc2ccccc2c1=O)NCCc1ccc(F)cc1	18%
CCN(C(=O)CSc1nc2nc(C)cc(C)n2n1)C1CCS(=O)(=O)C1 (stereo not drawn)	3%
Cc1nn(C)cc1NC(=O)c1ccc(Br)o1	4%
NNC(=O)c1sccc1OCc1ccc(F)cc1	-3%
Cc1[nH]n(-c2ccccc2)c(=O)c1C(=O)c1ccc(Cl)cc1	3%[57.5 µM]
CCC1CCC(C(=O)NC(CCSC)C(=O)NCCN(CC(C)C)CC(C)C)CC1 (stereo not drawn)	-2%
Cc1c(Cl)cccc1NC(=O)N1CCCC1	-2%
CCN(CC)CCN(Cc1cc2cc3c(cc2[nH]c1=O)OCO3)C(=S)NCC1CCCO1 (stereo not drawn)	-1%
Nc1nc(Sc2ncccc2[N+](=O)[O-])n[nH]1	2%[57.5 µM]
CC(C)(C)NS(=O)(=O)c1ccc(CCC(=O)N2CCCC2)cc1	-4%
Cc1ccc(C(=O)O)cc1Nc1ncnc2sc3c(c12)CCC3	-15%[57.5 µM]
COC(=O)/C=C/c1sc2nc(C)cc(C)c2c1N=CN(C)C	u

# Single entries from the entries so far.
# ERK EGF inh with O=C(Cn1nnc2ccccc2c1=O)NCCc1ccc(F)cc1 → 18%
# ERK EGF inh with O=C(CSc1nnc(-c2ccccc2)n1CC1CCCO1)N1CCCC1 (stereo not drawn) → 7%
# ERK EGF inh with CCOC(=O)c1sc(=S)n(-c2ccccc2Cl)c1C → 10%[57.5 µM]
# ERK EGF inh with CCN(CC)CCN(Cc1cc2cc3c(cc2[nH]c1=O)OCO3)C(=S)NCC1CCCO1 (stereo not drawn) → -1%
# ERK EGF inh with Nc1nc(Sc2ncccc2[N+](=O)[O-])n[nH]1 → 2%[57.5 µM]
# ERK EGF inh with C1CCCC(N2CCNCC2)CC1 → -1%

# A portion taken from the entries so far, as a working copy:
mol	ERK EGF inh
Cc1ccc(C(=O)O)cc1Nc1ncnc2sc3c(c12)CCC3	-15%[57.5 µM]
COC(=O)/C=C/c1sc2nc(C)cc(C)c2c1N=CN(C)C	u

# The results go on.
mol	ERK EGF inh
CCOC(=O)c1ccccc1Nc1cc(C)nc2nc(C)nn12	15%
O=C(Cc1cccs1)N1CCN=C1SCc1ccccc1F	-6%
Clc1ccccc1CONc1ncnc2nonc12	-8%
C#CCOC(=O)C[N+](C)(C)CC=C	4%[57.5 µM]
O=c1c2sc(-c3ccccc3)cc2nc2n1CCC2	21%
N=c1sccn1CC(=O)Nc1cccc(S(N)(=O)=O)c1	22%[57.5 µM]
CCCSC1=C(C#N)C2(CCCCC2)C(C#N)=C(N)N1	-5%
Clc1cccc(-c2ccc(/C=N/n3cnnc3)o2)c1Cl	9%
C=CCNc1scc(-c2ccccc2)[n+]1CC=C	4%
C#CCOCCOCCOCCNc1nc(N2CCN(C(=O)[C@H]([C@@H](C)CC)n3cc([C@@H](N)CC(C)C)nn3)CC2)nc(N2CCN(C(=O)[C@H](Cc3ccc(O)cc3)n3cc([C@@H](N)C(C)CC)nn3)CC2)n1 (stereo partly drawn)	-12%[57.5 µM]
O=C(c1cc2c(s1)CCCC2)N1CCN(S(=O)(=O)c2ccccc2C(F)(F)F)CC1	0%
Cc1cc(C)nc(Sc2ccc([N+](=O)[O-])cc2[N+](=O)[O-])n1	-5%
COc1cccc(-n2nc(C(=O)N3CCN(Cc4ccccc4)CC3)c3ccccc3c2=O)c1	-10%
CCOCCCNC(=O)c1cc(Sc2nnc(C)s2)nc2ccccc12	8%[57.5 µM]
Cc1ccc(NC(=S)N(Cc2cccs2)Cc2cc3cc(C)cc(C)c3[nH]c2=O)cc1	7%
CC(C)NC(=S)Nc1c(N)[nH]c(=O)[nH]c1=O	9%[57.5 µM]
COCn1ccnc1C(O)(c1ccc(OC)cc1)c1ccc(OC)cc1	-1%
CC1=C(C#N)C(/C=N/OCc2ccc(F)cc2Cl)CC(=O)N1 (stereo not drawn)	2%
CC1(C)Cc2nc3nc(SCC(=O)Nc4ccccc4)nc(N)c3cc2CO1	-21%
C[C@]12C[C@H](O)CC(CO)(CO)C1[C@H](O)C[C@@]13CC4[C@@H](CC12)[C@@]4(C)C3 (stereo partly drawn)	4%
CCn1c2ccccc2c2cc(NC(=O)c3cccc(OC)c3OC)ccc21	8%
CC1(C)CC(=O)C(N=Nc2ccc(S(=O)(=O)N3CCOCC3)cc2)=C(O)C1	-11%[57.5 µM]
O=C(COC(=O)c1ccc2c(c1)OCO2)Nc1ccccc1	0%
Cc1ccc(NC(=S)N(CCCN2CCC(C)CC2)Cc2ccco2)cc1C	1%
CC1=NN(C(N)=S)C(=O)C1N=Nc1cccc(C)c1 (stereo not drawn)	11%[57.5 µM]

# Continued.
mol	ERK EGF inh
Cn1c(=O)c(C(=O)CCl)c(N)n(CC2CC2)c1=O	1%
O=C(O)C1(O)CC(O)C(O)C(O)C1 (stereo not drawn)	30%
COc1cccc(Nc2ncc3nc(-c4cc(F)cc(F)c4)c(=O)n(CCC#N)c3n2)c1	0%
O=C(CSc1ccc(-c2ccncc2)nn1)N1CCCCC1	-2%
O=C(CNC(=S)NC(=O)c1cccc([N+](=O)[O-])c1)c1ccccc1	-1%
O=C(Nc1ccc(C2=NCCN2)cc1)c1ccc(C(=O)Nc2ccc(C3=NCCN3)cc2)c([N+](=O)[O-])c1	5%[57.5 µM]
Cc1ccc(C(=O)c2cccc(N)c2)cc1C	-6%
C=CCn1c(C(C)NC(=O)CCC)nc2ccccc21 (stereo not drawn)	8%
COc1cccc(CN(c2ccc3c(c2)CCC3)S(=O)(=O)c2ccc(-n3cnnn3)c(OC)c2)c1	7%
Cc1ccc(-c2csc(NC(=O)CSc3nnc4c(n3)[nH]c3ccccc34)n2)cc1	6%
Cc1nn(CC2CC2)c(=O)n1-c1ccc(C(C)C)cc1	-3%
Oc1ccccc1C=Nc1ccccc1-c1nc2ccccc2[nH]1	1%
O=C(OCC(=O)c1c[nH]c2ccccc12)c1cccc(O)c1	2%
COCc1c(C#N)c(NCCc2ccccc2)nc(C)c1[N+](=O)[O-]	0%
COc1ccc(CCN(C)c2ccc(S(=O)(=O)N3CCCC3)cn2)cc1OC	-3%
CNC(=S)N(CCc1c(C)[nH]c2ccc(OC)cc12)Cc1cccnc1	-4%
Cc1cc(N2CCN(C)CC2)nc2ccc(NC(=S)NCCN3CCc4ccccc4C3)cc12	-4%
COc1c(N2CCN(C(=S)NC3CC4CCC3C4)C(C)C2)c(F)cc2c(=O)c(C(=O)O)cn(C3CC3)c12 (stereo not drawn)	3%[57.5 µM]
O=C(N/C=C/c1ccco1)NCc1ccccc1	-6%
